CYP2C19 inh: blockers of cytochrome P450 2C19 activity – biochemical, luminescence, ADME assay, primary screen. P33261. CYP2C19 Supersomes, luciferin-H EGE luminescence, 30 min. inhibition, % at 5 µM. 96,000 tested, 21% active. AID 778, 2007;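 active = CYP2C19 inhibition above a set limit at 5 µM in the primary screen, cut at about 50% in these data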;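 also: plate controls were negative control wells for no effect and 2.5 mM tranylcypromine positive control for full effect; values of inactives mirror those of a sister screen read the other way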
Target sequence (P33261 whole entry, looked up): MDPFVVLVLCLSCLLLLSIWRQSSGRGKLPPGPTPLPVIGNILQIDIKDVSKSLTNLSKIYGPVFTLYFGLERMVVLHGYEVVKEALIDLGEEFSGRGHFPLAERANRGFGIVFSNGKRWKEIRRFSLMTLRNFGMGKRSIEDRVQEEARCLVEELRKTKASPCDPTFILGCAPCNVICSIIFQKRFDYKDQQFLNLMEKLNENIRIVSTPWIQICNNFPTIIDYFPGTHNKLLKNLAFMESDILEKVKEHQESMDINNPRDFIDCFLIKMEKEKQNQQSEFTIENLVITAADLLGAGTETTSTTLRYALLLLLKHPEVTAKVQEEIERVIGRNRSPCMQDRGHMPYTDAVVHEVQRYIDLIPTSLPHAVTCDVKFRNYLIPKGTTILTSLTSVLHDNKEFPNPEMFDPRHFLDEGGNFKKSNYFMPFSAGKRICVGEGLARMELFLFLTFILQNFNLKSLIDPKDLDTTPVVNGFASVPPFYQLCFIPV
Lung fibro prol: antiproliferative effect on LL 47 fibroblasts – human, LL 47 cells, CellTiter-Glo luminescence, primary screen; LL 47 human lung fibroblast viability, ATP luminescence; active compounds read low; viability, % at 10 µM; 85,000 tested, 1.1% active; AID 719, 2007;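 active = viability at or below 50% in the single dose screen; inactive = viability above 50%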;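 also: compound exposure lasted 72 h before the ATP readout; 100% = median luminescence of untreated cell-only wells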
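Assay system: human lung fibroblast line LL 47, low passage. Input: 1,150 fibroblasts seeded per well. Times: overnight cell rest, 72 h compound treatment at 37 °C. Evaluation: % viability of median cell-only signal. Technique: luminescent ATP detection, CellTiter-Glo. Control set: cell-only wells, no compound.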
ERa SRC1 inh: ERα–SRC-1 coactivator interaction inhibitors, primary screen, biochemical, TR-FRET, ERα LBD, estradiol-bound; Estrogen receptor (Homo sapiens), P03372; TR-FRET ER-alpha LBD / SRC-1 peptide; inhibition, % at 25.6 µM; 86,000 tested, 1.7% active; in the data active = inhibition above about 50%;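 also: 0% = receptor plus peptide control and 100% = peptide only without receptor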
Target sequence (P03372 whole entry, looked up, the tested form may be a part): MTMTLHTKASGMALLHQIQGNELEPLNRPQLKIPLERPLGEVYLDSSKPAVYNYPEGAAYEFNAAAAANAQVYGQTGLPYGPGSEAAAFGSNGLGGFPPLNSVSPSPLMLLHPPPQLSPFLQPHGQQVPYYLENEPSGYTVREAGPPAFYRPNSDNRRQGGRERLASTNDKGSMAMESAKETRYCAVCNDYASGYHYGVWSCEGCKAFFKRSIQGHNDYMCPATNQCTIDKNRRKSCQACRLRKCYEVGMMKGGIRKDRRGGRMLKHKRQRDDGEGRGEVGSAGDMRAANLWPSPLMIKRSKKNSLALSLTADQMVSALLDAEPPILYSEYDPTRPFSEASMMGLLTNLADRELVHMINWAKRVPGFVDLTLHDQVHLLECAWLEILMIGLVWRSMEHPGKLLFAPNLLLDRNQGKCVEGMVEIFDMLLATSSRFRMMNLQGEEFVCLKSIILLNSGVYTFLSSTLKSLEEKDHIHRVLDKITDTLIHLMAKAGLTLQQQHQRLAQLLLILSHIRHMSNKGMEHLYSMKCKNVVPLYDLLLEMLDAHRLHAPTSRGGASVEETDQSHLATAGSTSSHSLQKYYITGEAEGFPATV
Mac1 fbg enh: enhancers of CD11b/CD18 adhesion to fibrinogen, primary screen, K562 cells, luminescence. Integrin beta-2 (Homo sapiens) + Integrin alpha-M (Homo sapiens), P05107+P11215. 93,000 tested, 0.07% active. AID 1499, 2009. activation, % at 10 µM. ATPlite luminescence;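 active = 10 µM primary screen giving 50% or more activity, confirmed by 40% or more on retest at that dose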; also: strong numbers were not always called active
H69AR growth 86K: proliferation blockers of H69AR lung cancer cells, primary screen, cell-based, human, 86K library | 85,000 tested, 6% active | H69AR lung tumor viability, ATP luminescence, 72 h; active compounds read low | viability, % at 10 µM;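 active = viability at or below 40%; inactive = viability above 40%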;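 also: multidrug resistant small cell line overexpressing MRP-1 efflux transporter; 100% = mean luminescence of untreated control wells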
HUVEC inhibit: inhibitors of HUVEC proliferation, primary screen, cell-based, 384-well; viability, % at 10 µM (by protocol); CellTiter-Glo luminescence, 72 h; active compounds read low; 86,000 tested, 1.1% active;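 active = viability at or below 30%; inactive = viability above 30%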;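 also: 100% = median luminescence of DMSO-only cell control wells on each plate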
CYP2C19 activ: human CYP2C19 activators, primary screen, biochemical, luminescence | recombinant CYP2C19, luciferin-H EGE luminescence; active compounds read high; 0 = fully inhibited enzyme, 1 = untreated enzyme | activation factor at 5 µM | 96,000 tested, under 10 active | AID 1025, 2008;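 active = activation factor of at least 2 at 5 µM in the primary screen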;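 also: 0 = wells with 2.5 mM tranylcypromine and 1 = vehicle-only wells; values of inactives mirror those of a sister screen read the other way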
ERa coact pot: enhancers of ERα–SRC-1 coactivator binding, primary screen, biochemical, TR-FRET, ERα LBD, low estradiol; Estrogen receptor (Homo sapiens), P03372; TR-FRET ERalpha-LBD/SRC-Cy5 coactivator binding, 2 h; 100 = basal binding, no effect; coactivator binding (% of control), % at 25.6 µM; 86,000 tested, 1.3% active; AID 639, 2007; in the data active = activity above about 200%;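 also: binding measured in presence of low estradiol as agonist stimulus; 0% = peptide alone without receptor and 100% = receptor with peptide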
Mac1 fbg inh: inhibitors of CD11b/CD18 adhesion to fibrinogen, primary screen, K562 cells, luminescence; inhibition, % at 10 µM; Integrin beta-2 (Homo sapiens) + Integrin alpha-M (Homo sapiens), P05107+P11215; 93,000 tested, 0.54% active; ATPlite luminescence; Mn2+ added to activate the integrin;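 active = primary inhibition of 50% or more at 10 µM, then 40% or more on retest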; also: some results filed as inactive read as strong as hits
* marks the source's active call; other numbers are inactive results; x = no result given; [ ] = another dose, or the depositor's remark.

1	O=C(Nc1sc2c(c1C(=O)O)CCC2)c1ccccc1
2	O=C(Nc1cccnc1)c1cc(-c2ccc(Br)cc2)on1
3	Cc1ccc(CNc2nc3ccccc3n3nnnc23)cc1
4	Cc1ccc(N(C(=O)CC2NC(=O)NC2=O)C2(C(=O)NC3CCCC3)CCCCC2)cc1 (stereo not drawn)
5	Cc1ccc(-c2nc(N/N=C/c3cccnc3)c3ccccc3n2)cc1
6	COc1ccc(-n2nc3ccc(NS(C)(=O)=O)cc3n2)cc1Cl
7	Cc1ccc(S(=O)(=O)Oc2cccc(N3C(=O)C4CC=CCC4C3=O)c2)cc1 (stereo not drawn)
8	CCOc1ccc2nc(SC3CC(=O)N(c4ccc(C)cc4)C3=O)sc2c1 (stereo not drawn)
Screen / compound no. | 1 | 2 | 3 | 4 | 5 | 6 | 7 | 8
CYP2C19 inh | 13 | -19 | 21 | -4 | 96* | 28 | 16 | -3
Lung fibro prol | 102 | x | 100 | 97 | 50 | 100 | x | x
ERa SRC1 inh | 79*[fluorescence artefact?] | x | 51* | -3[fluorescence artefact?] | 6 | 39 | x | x
Mac1 fbg enh | -2 | 2 | 79 | 2 | -8 | -1 | 1 | 2
H69AR growth 86K | 80 | x | 30* | 108 | 26* | 93 | x | x
HUVEC inhibit | 88 | x | 89 | 86 | 57 | 120 | x | x
CYP2C19 activ | 0.9 | 1.2 | 0.8 | 1 | 0 | 0.7 | 0.8 | 1
ERa coact pot | 25 | x | 209*[fluorescence artefact?] | 90 | 78[fluorescence artefact?] | 120[fluorescence artefact?] | x | x
Mac1 fbg inh | 5 | 21 | -5 | 3 | 95* | -32 | 3 | -7

9	COc1ccc(-n2c(=O)c3c4c(sc3n(CC(=O)NCc3ccco3)c2=O)CCC4)c(OC)c1
10	CCOC(=O)c1c(C)c(C(=O)Nc2cc(OC)ccc2OC)c(C)n1CC
11	O=C(Nc1cccc(-c2cn3cccnc3n2)c1)c1ccco1
12	O=C(Nc1cccnc1)c1ccc(CN2CCc3ccccc3C2)cc1
13	CCNC(=S)NNC(=O)Cn1nc(C)cc1C
14	O=C(Nc1cccnc1Cl)c1cccnc1Cl
15	Cc1nn(-c2ccccc2)c2c1C(c1ccc(O)c(O)c1)N1C(=N2)C(Nc2ccccc2)=Nc2ccccc21 (stereo not drawn)
16	COc1ccc(N2CC(C)Cn3c2nc2c3c(=O)n(CCc3ccccc3)c(=O)n2C)cc1 (stereo not drawn)
Screen / compound no. | 9 | 10 | 11 | 12 | 13 | 14 | 15 | 16
CYP2C19 inh | x | 61* | 6 | 8 | -7 | -11 | 23 | 16
Lung fibro prol | 94 | 58 | 99 | 105 | x | 103 | 39* | 108
ERa SRC1 inh | 5 | -15 | -6 | -19 | x | -5 | 12 | 0
Mac1 fbg enh | x | -4 | -4 | -5 | -1 | -1 | x | -4
H69AR growth 86K | 90 | 95 | 78 | 96 | x | 87 | 21* | 85
HUVEC inhibit | 97 | 55 | 88 | 95 | x | 101 | 13* | 89
CYP2C19 activ | x | 0.4 | 0.9 | 0.9 | 1.1 | 1.1 | 0.8 | 0.8
ERa coact pot | 91 | 108 | 95 | 111 | x | 73 | 74 | 113
Mac1 fbg inh | x | 7 | 4 | 47 | -12 | 3 | x | -3

17	N#CCSc1ccsc1C(=O)Nc1ccc(F)cc1
18	CC1(C)C2CCC1(C)C(OC(=O)CCn1ccnc1)C2 (stereo not drawn)
19	O=C1C2=C(c3ccccc31)[N+](=O)C1CCCCC1N2[O-] (stereo not drawn)
20	COc1ccc(NC(=O)Cn2nnc(C(=O)NCCc3ccc(OC)c(OC)c3)c2N)cc1
21	CCOC(=O)c1c(C)c(C(=O)N2CCCCCC2)c(C)n1CC
22	COC(=O)Cc1cc(=O)[nH]c(/N=C(\N)Nc2ccc(C)cc2)n1
23	COc1ccc(CCN2C(=O)c3[nH]nc(-c4ccccc4O)c3C2c2cccc(O)c2)cc1OC (stereo not drawn)
24	Cc1cc(C)c(C#N)c(N2CCSCC2)n1
Screen / compound no. | 17 | 18 | 19 | 20 | 21 | 22 | 23 | 24
CYP2C19 inh | 53* | 100* | 3 | 4 | 67* | -12 | 93* | 14
Lung fibro prol | x | 91 | 104 | 90 | 97 | 101 | 94 | 92
ERa SRC1 inh | x | 3 | -1 | -6 | -14 | 9[fluorescence artefact?] | 19 | -1[fluorescence artefact?]
Mac1 fbg enh | -8 | 1 | -5 | 1 | 2 | 6 | 5 | 1
H69AR growth 86K | x | 90 | 89 | 93 | 88 | 88 | 84 | 96
HUVEC inhibit | x | 92 | 120 | 86 | 103 | 100 | 97 | 92
CYP2C19 activ | 0.5 | 0 | 1 | 1 | 0.3 | 1.1 | 0.1 | 0.9
ERa coact pot | x | 106 | 104[fluorescence artefact?] | 94[fluorescence artefact?] | 114 | 88[fluorescence artefact?] | 65[fluorescence artefact?] | 111
Mac1 fbg inh | -5 | -8 | 19 | -14 | -3 | -10 | -5 | -1

25	COCCN1C(=O)C(=O)/C(=C(/O)c2ccc(S(=O)(=O)N3CCOCC3)cc2)C1c1ccc(C(C)C)cc1 (stereo not drawn)
26	N#CCSc1nnc(-c2cccnc2)n1-c1ccccc1
27	Cc1ccc(C)n1NC(=O)c1ccc(Cl)cc1Cl
28	CNC(=O)C1CC(=O)N(Cc2ccccc2)C(=Nc2ccc(OC)cc2)S1 (stereo not drawn)
29	Cc1ccc(Nc2nc(C(=O)NCCCN3CCOCC3)cs2)cc1
30	O=C(N/N=C/C=C/c1ccc([N+](=O)[O-])cc1)c1cccs1
31	Cc1occc1C(=O)Nc1ccc2ccccc2c1
32	CCO/C(=C/c1sc2ccc(OC)cc2[n+]1CCCS(=O)(=O)[O-])CC
Screen / compound no. | 25 | 26 | 27 | 28 | 29 | 30 | 31 | 32
CYP2C19 inh | -14 | -8 | 12 | 49 | 28 | 6 | 39 | -10
Lung fibro prol | x | 101 | 95 | 104 | 112 | x | 97 | 99
ERa SRC1 inh | x | -14 | -39 | 2 | -5 | x | -1 | -6
Mac1 fbg enh | -6 | -1 | 22 | 0 | -1 | 34 | -1 | -1
H69AR growth 86K | x | 105 | 95 | 86 | 85 | x | 72 | 109
HUVEC inhibit | x | 95 | 79 | 97 | 91 | x | 90 | 99
CYP2C19 activ | 1.1 | 1.1 | 0.9 | 0.5 | 0.7 | 0.9 | 0.6 | 1.1
ERa coact pot | x | 115 | 93[fluorescence artefact?] | 106[fluorescence artefact?] | 106 | x | 109 | 99
Mac1 fbg inh | 5 | 11 | 9 | -15 | -16 | -2 | 6 | -6

33	Cc1nc(C(=O)N(C)C)nn1-c1ccc(Cl)cc1Cl
34	CCOC(=O)/C(=N/Nc1ccccc1)c1csc(Nc2ccccc2)n1
35	NC(=O)C1CCN(c2ncnc3c2c(-c2ccccc2)cn3-c2ccccc2)CC1
36	Cc1ccc(S(=O)(=O)N2CCOCC2)cc1NC(=O)COC(=O)CCC(=O)c1cccs1
37	O=C(OC1CCOC1=O)c1cncc(Br)c1 (stereo not drawn)
38	Cc1sc2ncnc(SCC(=O)N3CCCC3=O)c2c1C
39	COc1ccccc1OCc1ccc(C(=O)NN)cc1
40	CCC1CCCCN1C(=O)Cn1c(=O)n(CCC(=O)NCc2ccco2)c(=O)c2sccc21 (stereo not drawn)
Screen / compound no. | 33 | 34 | 35 | 36 | 37 | 38 | 39 | 40
CYP2C19 inh | -2 | 7 | 8 | 16 | -9 | 59* | 62* | 5
Lung fibro prol | x | 92 | 83 | 103 | 95 | 95 | x | x
ERa SRC1 inh | x | 7 | 2[fluorescence artefact?] | 0 | -3 | -3 | x | -7
Mac1 fbg enh | 5 | -7 | 1 | x | -1 | -2 | 3 | 0
H69AR growth 86K | x | 11* | 61 | 73 | 81 | 105 | x | 75
HUVEC inhibit | x | 81 | 77 | 103 | 96 | 96 | x | 90
CYP2C19 activ | 1 | 0.9 | 0.9 | 0.8 | 1.1 | 0.4 | 0.4 | 1
ERa coact pot | x | 95 | 79 | 80 | 129 | 94 | x | 107
Mac1 fbg inh | 10 | 8 | 3 | x | -7 | -10 | 7 | -10

In the list so far, five have two or more sulfur atoms.
8	CCOc1ccc2nc(SC3CC(=O)N(c4ccc(C)cc4)C3=O)sc2c1 (stereo not drawn)
17	N#CCSc1ccsc1C(=O)Nc1ccc(F)cc1
32	CCO/C(=C/c1sc2ccc(OC)cc2[n+]1CCCS(=O)(=O)[O-])CC
36	Cc1ccc(S(=O)(=O)N2CCOCC2)cc1NC(=O)COC(=O)CCC(=O)c1cccs1
38	Cc1sc2ncnc(SCC(=O)N3CCCC3=O)c2c1C
Screen / compound no. | 8 | 17 | 32 | 36 | 38
CYP2C19 inh | -3 | 53* | -10 | 16 | 59*
Lung fibro prol | x | x | 99 | 103 | 95
ERa SRC1 inh | x | x | -6 | 0 | -3
Mac1 fbg enh | 2 | -8 | -1 | x | -2
H69AR growth 86K | x | x | 109 | 73 | 105
HUVEC inhibit | x | x | 99 | 103 | 96
CYP2C19 activ | 1 | 0.5 | 1.1 | 0.8 | 0.4
ERa coact pot | x | x | 99 | 80 | 94
Mac1 fbg inh | -7 | -5 | -6 | x | -10

(next part)
41	CC(C)(C)n1ncc2c(=O)n(CC(=O)NCCc3ccccc3)cnc21
42	CCN(CC)CCCNC(=O)c1nn(-c2ccc(OC)cc2OC)c(=O)c2ccccc12
43	Cc1ccc2cc(C#N)c(SCC(=O)NCC3CCCO3)nc2c1 (stereo not drawn)
44	Cc1cnc(C(=O)OCC(=O)Nc2cc(Cl)cc(Cl)c2)cn1
45	O=C(Oc1ccccc1Cl)c1ccccc1P(=O)(O)O
46	CN=CC1=C(O)CC(C)(C)CC1=O
47	Cc1ccc(N2C(=O)[C@@H]3[C@H](C2=O)C2CCCN2[C@@H]3C(=O)c2ccccc2)cc1 (stereo partly drawn)
48	CC1(C)Cc2c(sc3nc4n(c(=O)c23)CCC4)CO1
49	CCC(C)NC(=O)CSc1nnc(-c2cc(-c3ccc(C)cc3)nc3ccccc23)n1N (stereo not drawn)
50	CCc1cc2cc(C)ccc2nc1SCC(=O)N1CCN(C(=O)c2ccco2)CC1
51	COc1cccc(OCCOCCNCCO)c1
Screen / compound no. | 41 | 42 | 43 | 44 | 45 | 46 | 47 | 48 | 49 | 50 | 51
CYP2C19 inh | x | -18 | -2 | -10 | -2 | 2 | 26 | -4 | 14 | 41 | 13
Lung fibro prol | 102 | 102 | 96 | 89 | 107 | 108 | 105 | 98 | x | 104 | 100
ERa SRC1 inh | 7 | -7 | 3 | 14 | 5[fluorescence artefact?] | -6 | 4 | -5[fluorescence artefact?] | x | 4[fluorescence artefact?] | 8
Mac1 fbg enh | x | 3 | 1 | 0 | 0 | -3 | 40 | -3 | 3 | 4 | -4
H69AR growth 86K | 106 | 82 | 100 | 84 | 96 | 91 | 86 | 95 | x | 72 | 100
HUVEC inhibit | 98 | 95 | 100 | 98 | 98 | 104 | 88 | 94 | x | 77 | 103
CYP2C19 activ | x | 1.2 | 1 | 1.1 | 1 | 1 | 0.7 | 1 | 0.9 | 0.6 | 0.9
ERa coact pot | 99 | 102 | 103 | 91 | 98 | 126 | 100 | 111 | x | 93 | 113
Mac1 fbg inh | x | -21 | 7 | 4 | -16 | 12 | 1 | -7 | 0 | 1 | -13
